High-throughput results deposited in PubChem BioAssay by National Center for Advancing Translational Sciences (NCATS).
AmpC no deterg: qHTS Inhibitors of AmpC Beta-Lactamase (assay without detergent) | AmpC nitrocefin hydrolysis, absorbance 480 nm, 0.0001% Triton | Potency, µM (series often up to 57.1 µM), for inactives: top-dose activity change, negative = inhibition, most hits filed as inhibitors | actives 0.52% (n = 330,000) | AID 485341, 2010;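 also: potency is read from the fitted curve at half-maximal effect; plate controls were no compound for no effect and no enzyme for full effect; nearly all actives have a fitted effect of over 20% in size; some results filed as inactive show a strong effect at the top dose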
Target sequence (P00811 whole entry, looked up): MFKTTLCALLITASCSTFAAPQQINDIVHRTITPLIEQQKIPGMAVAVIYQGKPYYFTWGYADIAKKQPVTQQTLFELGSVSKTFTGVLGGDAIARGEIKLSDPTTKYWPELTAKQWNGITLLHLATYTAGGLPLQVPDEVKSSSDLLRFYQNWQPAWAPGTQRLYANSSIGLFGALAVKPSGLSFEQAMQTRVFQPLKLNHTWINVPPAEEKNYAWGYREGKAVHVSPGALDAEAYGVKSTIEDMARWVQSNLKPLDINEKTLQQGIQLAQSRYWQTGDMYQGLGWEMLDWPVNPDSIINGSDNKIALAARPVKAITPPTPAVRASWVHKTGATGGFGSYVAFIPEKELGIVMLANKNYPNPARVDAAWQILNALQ
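20 mM phosphate pH 7.0 + 0.01% (detergent screen) or 0.0001% Triton X-100; 5.3 nM AmpC reagent; cpd preinc 15 min RT; nitrocefin (800 uM stock) to start; A480 q20 s × 4 min; Activity was normalised to no-enzyme and no-compound control wells.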
Cycloheximide cs: Cycloheximide Counterscreen for Small Molecule Inhibitors of Shiga Toxin | max response, % | cell reporter, cycloheximide protein synthesis inhibition counterscreen | actives 12% (n = 300,000); in the data active = max response mostly above about 13%, no sharp cut-off; inactive = mostly below about 14%; also: read at 38.3 µM for the half of the compounds with a filed dose; 0% is about no effect
AmpC inh detg: qHTS Inhibitors of AmpC Beta-Lactamase (assay with detergent) | actives 0.041% (n = 370,000) | AmpC hydrolysis of nitrocefin, absorbance 480 nm, 0.01% Triton | Potency, µM (doses to about 114 µM), inactives show at the highest dose activity change, negative = inhibition, usual class: inhibitors | P00811 | AID 485294, 2010;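 also: potency is read from the fitted curve at half-maximal effect; 0% = no-compound wells and -100% = no-enzyme wells; nearly all actives have a fitted effect of over 25% in size; some results filed as inactive show a strong effect at the top dose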
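AmpC (5.3 nM in the dispensed reagent) in 20 mM phosphate pH 7.0 with 0.01% (detergent screen) or 0.0001% Triton X-100 was preincubated with compounds for 15 min at room temperature. Nitrocefin was then added from an 800 uM solution, and hydrolysis was followed at 480 nm.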
AMA1-RON2 inh: qHTS for Inhibitors of AMA1-RON; Towards Development of Antimalarial Drug Lead: Primary Screen; Plasmodium falciparum AMA1 (3D7) - RON2 peptide interaction; AlphaScreen AMA1-biotinylated RON2 peptide binding; Potency, µM (doses to about 58.2 µM), inactives show at the top dose activity change, negative = inhibition, hits mostly inhibitors; actives 0.2% (n = 360,000); AID 720542, 2013;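 also: potency is read from the fitted curve at half-maximal effect; 0% = vehicle wells and -100% = peptide control; nearly all actives have a fitted effect of over 45% in size; some results filed as inactive show a strong effect at the top dose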
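AMA1 (3D7) with his tag at 25 nM final met compounds first, then biotinylated RON2 peptide at 25 nM; detection used donor plus acceptor beads, 10 µg/mL apiece, read by AlphaScreen after 30 min at room temperature.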
FBPA Giardia inh: qHTS Assay for Inhibitors of Fructose-1,6-bisphosphate Aldolase from Giardia Lamblia. purified Giardia FBPA. A8B2U2. actives 0.71% (n = 290,000). Potency, µM (doses to about 59.6 µM), for the others: top-dose activity, negative = inhibition, actives largely listed as inhibitors. AID 2451, 2010; also: potency is read from the fitted curve at half-maximal effect; % is scaled to controls: 0 for no effect and ±100 for the full control effect; nearly all actives have a fitted effect of over 55% in size
Target sequence (A8B2U2 whole entry, looked up): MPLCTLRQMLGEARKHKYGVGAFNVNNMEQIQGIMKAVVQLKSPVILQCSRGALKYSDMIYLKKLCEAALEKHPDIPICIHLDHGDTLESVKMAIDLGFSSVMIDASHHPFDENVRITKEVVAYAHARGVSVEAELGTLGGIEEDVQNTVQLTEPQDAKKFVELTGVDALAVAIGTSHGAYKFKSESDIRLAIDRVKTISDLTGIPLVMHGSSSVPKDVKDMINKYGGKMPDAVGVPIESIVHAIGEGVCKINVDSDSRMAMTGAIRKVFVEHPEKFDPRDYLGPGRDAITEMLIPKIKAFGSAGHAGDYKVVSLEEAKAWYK
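40 nM FBPA preincubated 10 min at RT with compound (up to 57.5 uM final), then substrate plus GAPDH/TPI/NAD/arsenate coupling and diaphorase/resazurin added. Fluorescence read after 20 min at RT, 525/598 nm.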
Shiga inhibitor: A qHTS for Small Molecule Inhibitors of Shiga Toxin | inhibition, % at 38.7 µM | actives 9.2% (n = 290,000) | Vero cells, Shiga toxin protein synthesis inhibition reporter; in the data active = inhibition mostly above about 28%, no sharp cut-off; inactive = mostly below about 43%; also: 0% is about no effect
HCMV inh: qHTS Assay for inhibitors of the human cytomegalovirus (HCMV); HFF cells, HCMV-luciferase reporter, 72 h; hits give low values; activity change, negative = inhibition, % at 57.5 µM; actives 4.5% (n = 410,000); AID 1259415, 2018; in the data active = activity change below about -60%; inconclusive = no clear call, values can overlap the other calls; inactive = above about -39%; also: % is scaled to controls: 0 for no effect and ±100 for the full control effect
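Inhibition of viral replication was scored as loss of reporter luminescence in HFFs infected with HCMV-luciferase (MOI 1 PFU/cell) for 72 h; compounds tested at 2 doses, normalized to buffer and Salinomycin controls.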
* hit, by the source's call; ? = inconclusive; . = not tested or not shown; & = joins results of further samples; [ ] = dose if it differs, or a comment. Unless noted, calls follow the shape of the dose curve; as a rule, active = well fitted curve in the direction sought with a large enough effect; inconclusive = small, poorly fitted or top-dose-only effect, or another doubt; inactive = no such curve, though single readings can be large; an effect the other way counts as inactive or inconclusive.

Every second line gives: AmpC no deterg | Cycloheximide cs | AmpC inh detg | AMA1-RON2 inh | FBPA Giardia inh | Shiga inhibitor | HCMV inh
O=C1C=C(c2ccccc2)CCC1
→ -14% | 1 | ? | 17% | 3%&11% | -5 | -32
O=C1CN(C(=O)COC(=O)CCSc2ccccc2Cl)c2ccccc2N1
→ 11% | 20 | -5% | 10% | -1% | 5 | 15
CC(NC(=O)COC(=O)C1CCN(S(=O)(=O)c2ccccc2C(F)(F)F)CC1)c1ccccc1 (stereo unspecified)
→ 70%[activator] | -1 | 0% | 3% | 5% | -3 | 3
Cc1cc(C)c(CN2CCC(n3nccc3NC(=O)CCOc3ccccc3)CC2)cc1C
→ 147%[activator] | -1 | 1% | -12% | 5% | 2 | ?
Cc1ccc(S(=O)(=O)N/N=C/c2ccc(C(=O)O)cc2)cc1
→ -21% | 0 | 3% | -3% | 12% | -10 | -2
COC(=O)CCC(=O)OC1(C)C(=O)C2=CN(C3CCCC3)C(c3ccc(OC)cc3)=CC2=C(Br)C1=O (stereo unspecified)
→ 145%[activator] | -6 | -5% | -30% | ? | -5 | -12
COc1ccc(C(=O)Nc2cc([N+](=O)[O-])ccc2N2CCCC2)cc1
→ -29% | 8 | -10% | -10% | -4% | 6 | 18
CNC(=O)c1cccc(NC(=O)C(C)c2ccc3cc(OC)ccc3c2)c1 (stereo unspecified)
→ 3% | 11 | -1% | 9% | -4% | -11 | 39
CCOCCCNC(=O)C(NC(=O)c1ccccc1O)c1ccc(C)cc1 (stereo unspecified)
→ 0% | 3 | 1% | 0% | -3% | 1 | -28
Cc1ccc2nc(NC(=O)CNS(=O)(=O)c3ccc(Br)s3)sc2c1
→ -52% | 22* | -14% | 16% | 9% | 15 | 14
COc1cc(OC)c(OC)cc1CN1CCN(C(=O)COc2ccc3ccccc3c2)CC1
→ 168%[activator] | -3 | -3% | -29% | ? | -3 | 4
O=C(N/N=C/c1cc([N+](=O)[O-])ccc1O)C1C2CCCCC21 (stereo unspecified)
→ -28% | -2 | -5% | . | 6% | -2 | .
COc1ccc(C(=O)/C=C(/C)N(C)C)cc1
→ -17% | 8 | -6% | 4% | -8% | -22 | 5
CCOc1ccc(/C=N/NC(=O)CN2CCSCC2)cc1
→ -22% | 10 | ? | -9%[2.32 µM] | -22% | -7 | 22
O=C(/C=C/Nc1ccc(S(=O)(=O)Nc2ncccn2)cc1)c1cccs1
→ -26% | 25* | 1% | 4% | 4% | 55* | 3
CC(C)[C@H]1C(=O)N2CCC[C@H]2[C@]2(O)O[C@](NC(=O)[C@@H]3C=C4c5cccc6[nH]cc(c56)C[C@H]4N(C)C3)(C(C)C)C(=O)N12
→ 116%[activator] | -2 | -13% | 32%[activator] | ? | -10 | .
Cc1cccc(C(=O)OCC(=O)NCC2CCCO2)c1O (stereo unspecified)
→ -21% | . | -14% | 15% | . | . | 19
O=C(Nc1cccc(-c2cn3cccnc3n2)c1)c1ccc2c(c1)OCO2
→ -54% | 9 | 1% | -6% | -4% | 14 | 37
Cn1c(=O)oc2cc(S(=O)(=O)CCC(=O)Nc3ccccc3)ccc21
→ 1% | -10 | 0% | -15% | . | -7 | -26
Cc1ccc(-n2ncc3c(NCCCN4CCOCC4)ncnc32)c(C)c1
→ -2% | -7 | ? | 5% | 0% | -3 | 12
O=C1N=C(c2ccccc2)C(c2ccccc2)N1 (stereo unspecified)
→ -28% | -4 | -12% | -12% | 5% | 2 | -10
CCOc1ccc(CCNC(=O)c2cc3c(C)nccc3[nH]c2=O)cc1OCC
→ -9% | -4 | -3% | 7% | 5% | -9 | -14
COc1cc(/C=N/NC(N)=O)ccc1OC(=O)c1ccc(C)cc1
→ 16% | 10 | 1% | . | 4% | -1 | .
CC(C)CC1(C)NC(=O)N(CC(=O)Nc2ccc3c(c2)OCCO3)C1=O (stereo unspecified)
→ -19% | . | . | 0% | . | . | 10
CC(=O)Nc1cccc([N+](=O)[O-])c1
→ -26% | 5 | 9% | 0% | 3% | 18 | 33
O=C(O)c1ccc(CNCc2ccccc2Cl)cc1
→ -13% | 0 | -14% | 2% | -5% | -6 | 94
Cc1cc2nc(-c3ccc(NC(=O)c4cccnc4)cc3)oc2cc1C
→ 7% | 32* | ? | -3% | 2% | 101* | 48
COc1cccc(NC(=O)C2CCC(CNS(=O)(=O)c3ccc4c(c3)CC(C)N4C(C)=O)CC2)c1 (stereo unspecified)
→ 34% | 1 | -6%&17% | -14% | 1% | 18 | ?
Cc1c(NC(=O)c2ccc(C(C)(C)C)cc2)cccc1[N+](=O)[O-]
→ -24% | 27* | -13% | -27% | -9% | 23 | 61
CCN(CC)C(=O)NC1CC2CCCC(C1)N2Cc1ccccc1 (stereo unspecified)
→ -17% | 5 | -12% | 0% | -2% | -4 | -2
CCCCC(C(=O)NC1CCCC1)N(C(=O)c1snc(C(N)=O)c1N)c1ccc(F)cc1 (stereo unspecified)
→ -16% | -4 | 3% | -6% | 1% | -11 | -40
CCn1nc(C(=O)NC2=NCCS2)c2ccccc2c1=O
→ -7% | -1 | -3% | 7% | -1% | -11 | 65
C=CCNC(=O)c1onc(CSc2cc(C)cc(C)c2)c1C(=O)O
→ -13% | -5 | -9% | 8% | 21% | -4 | -26
Cc1cc(C)cc(NC(=O)C(=O)NCC2CCCO2)c1 (stereo unspecified)
→ 19% | 25* | 3% | -8% | 2% | 32 | 11
O=C(C1CCCCN1S(=O)(=O)c1ccc(F)cc1)N1CCN(c2ccccc2F)CC1 (stereo unspecified)
→ 16% | -3 | -12% | 0% | 2% | 15 | 20
O=C(c1ccc2c(c1)OCO2)C1CCCN(Cc2ccc3nsnc3c2)C1 (stereo unspecified)
→ -25% | 1 | -6% | -17% | -1% | 9 | -18
COc1ccc(-c2[nH]ncc2CNC(C)CCn2cccn2)c(F)c1 (stereo unspecified)
→ -6% | 6 | 8% | -1% | 1% | 28 | -27
C[C@@]12C=Cc3occc3[C@H]1CC[C@@]13C[C@@H](CC[C@H]12)[C@@](O)(CO)C3
→ . | 10 | . | . | 0% | 21 | .
O=C(NCCCN1CCCC1=O)c1cccc(S(=O)(=O)Nc2ccc(F)cc2)c1
→ -2% | . | 7% | -2%[11.6 µM] | . | . | -23
Cc1cccc(NC(=O)Nc2ccc(F)cc2)n1
→ -16% | 17 | -7%&-3% | 11% | 2% | 63* | -19&-5
COc1ccccc1C(=O)NCc1nnc(SC(C)C(=O)Nc2nccs2)n1C (stereo unspecified)
→ 2% | 3 | -4% | -4% | 1% | 11 | 11
COc1ccc(N(CC(=O)NCc2ccco2)C(=O)CCC(=O)Nc2nccs2)c(OC)c1
→ 13% | -1 | 7% | 6% | 5% | -6 | 37
COc1cc2cc(C[C@H](C)O)oc(=O)c2cc1OC
→ -6% | . | -1% | 4% | . | . | 6
COc1ccc(NC(=O)CCSc2nnc(C)s2)cc1
→ . | -2 | 2% | 0% | 1% | 31 | -16
COc1ccc2[nH]c(=O)c(CN(CCCN(C)C)C(=O)Nc3ccc(F)cc3)cc2c1
→ 19% | -3 | 3% | -1% | 0% | 16 | -5
Cc1c(C)n(-c2ccc(Cl)cc2)c2ncnc(N)c12
→ -9% | 4 | -10% | -4% | 5% | 19 | ?
CNc1ccc2c3c(cccc13)C(=O)N(C)C2=O
→ -20% | -3 | -5% | 1% | -4% | -4 | 7
O=C(CSCc1ccccc1)Nc1cccc(F)c1
→ -26% | 38* | -13% | 12% | -4% | 77* | 50
Cn1cc(C(=O)Cc2ccccc2)c2ccccc21
→ -22% | -4 | -7% | 7% | -9% | 7 | -67*
Cc1ccc(NC(=O)CN2C(=O)NC3(CCc4ccccc43)C2=O)cc1S(=O)(=O)N1CCCCC1 (stereo unspecified)
→ 7% | . | -2% | -1% | . | . | 0
CCOCCCNC(=O)CN(c1cc([N+](=O)[O-])ccc1OC)S(C)(=O)=O
→ -2% | -1 | 0% | -21% | 3% | -11 | 16
O=C(CSc1ccc(-c2ccco2)nn1)NCc1ccccc1Cl
→ -23% | -1 | -11% | -9% | 1% | -9 | -35
COc1ccc(/C=N/N2C(C)CCCC2C)cc1OC (stereo unspecified)
→ -8% | 6 | -5% | 5% | 7% | 19 | 10
C=CCOC(=O)COc1ccc2c(C)c(C)c(=O)oc2c1C
→ 0% | -6 | -4% | -3% | 6% | 5 | 5
Cc1cc(Nc2ccc3c(c2)OCCO3)c2cc(Cl)ccc2n1
→ -12% | 68* | -19% | -8% | -16% | 79* | -93*
COc1ccccc1N1CCN(C(=O)/C=C/c2ccc3c(c2)OCO3)CC1
→ 48% | -2 | -3% | 3% | -2% | -21 | -10
CC(=O)Nc1c(Br)cc(N2C(=O)CCC2=O)cc1Br
→ -16% | 31 | ? | -2% | 5% | -10 | 23
O=C(Nc1ccc(F)cc1)c1c(O)c2c(n(Cc3ccccc3)c1=O)CCCC2
→ -13% | -1 | -27% | 15% | -2% | 12 | -40
O=C(CCc1ccccc1)OCC(=O)c1ccc(Br)cc1
→ -5% | -2 | -6% | 10% | 5% | -14 | ?
O=S(=O)(c1ccc(F)cc1)N1CCC(N2CCCCCC2)CC1
→ -17% | -4 | -10% | -7% | -15% | -21 | 19

Remaining list, next part:
Every second line gives: AmpC no deterg | Cycloheximide cs | AmpC inh detg | AMA1-RON2 inh | FBPA Giardia inh | Shiga inhibitor | HCMV inh
Cc1ccccc1OCCn1c(=O)sc2ccccc21
→ -15% | 12 | 4% | 34%[activator] | 1% | 24 | -34
Nc1ccc(N2CCCCC2)c(S(=O)(=O)Nc2ccc(Cl)cc2)c1
→ -26% | 1 | 10% | -11% | -11% | 10 | ?
O=Nc1ccc(NOC(=O)c2ccc(Br)cc2)cc1
→ -16% | 21 | -10% | . | . | 26 | .
Cc1cc(=O)oc2c(C)c(OCC(=O)N3CCN(Cc4ccccc4)CC3)ccc12
→ 155%[activator] | -5 | ? | 15% | . | -12 | -23

An excerpt from above in order of heavy-atom count, rising:
Every second line gives: AmpC no deterg | Cycloheximide cs | AmpC inh detg | AMA1-RON2 inh | FBPA Giardia inh | Shiga inhibitor | HCMV inh
O=C(CCc1ccccc1)OCC(=O)c1ccc(Br)cc1
→ -5% | -2 | -6% | 10% | 5% | -14 | ?
O=S(=O)(c1ccc(F)cc1)N1CCC(N2CCCCCC2)CC1
→ -17% | -4 | -10% | -7% | -15% | -21 | 19
Nc1ccc(N2CCCCC2)c(S(=O)(=O)Nc2ccc(Cl)cc2)c1
→ -26% | 1 | 10% | -11% | -11% | 10 | ?
